NALP1 yeast inh = blocks the NALP1 inflammasome reconstituted in yeast | S. cerevisiae NALP1/ASC/caspase-1 growth, X-gal OD620, 72 h | inhibition, % at 10 µM | hit rate 0.61% among 280,000; in the data active = inhibition mostly above about 24%, no sharp cut-off; inactive = mostly below about 32%; also: some compounds called inactive have numbers as strong as hits
IMP-1 inh = inhibitors of Pseudomonas aeruginosa IMP-1 metallo-beta-lactamase | inhibition, % at 5.6 µM | purified IMP-1, nitrocefin hydrolysis, epi-absorbance fluorescence | hit rate 0.45% among 290,000;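 active = inhibition above the mean plus 3 SD of all compounds in the same screening run, cut at about 4.5% in these data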;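 also: 0% = IMP-1 with DMSO and 100% = DMSO wells lacking enzyme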
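System: purified IMP-1; amount: IMP-1 0.2 nM before substrate addition; compound: single dose, 5.6 µM; times: 25 °C, 15 min preincubation, 25 min reaction; signal: Epi-absorbance via hydrolysed-nitrocefin quenching of white-plate fluorescence, 480/530 nm, EDTA stop; benchmarks: DMSO with and without IMP-1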
GPR7 antagonist = antagonists of human GPR7 (neuropeptides B/W receptor 1). P48145. GPR7-expressing cells, fluorescence antagonist assay. inhibition, % at 4.4 µM. hit rate 1.1% among 290,000. AID 1861; in the data active = inhibition above about 16%, passing the limit was not always enough;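 also: cells stimulated with the agonist NPW; 0% = agonist with vehicle and 100% = vehicle without agonist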
M18AAP inhibitor = PfM18AAP enzyme inhibition | recombinant PfM18AAP, H-Glu-NHMec fluorogenic cleavage | inhibition, % at 7.35 µM | AID 1822 | hit rate 1.2% among 290,000;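 active = inhibition above the campaign mean inhibition over all tested compounds plus 3 SD, cut at about 28% in these data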;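 also: 0% = plate median of test compound wells and 100% = 2 mM ZnCl2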
VIM-2 inhibitor = inhibitors of Pseudomonas aeruginosa VIM-2 metallo-beta-lactamase. purified VIM-2, nitrocefin hydrolysis, epi-absorbance fluorescence. inhibition, % at 5.6 µM. hit rate 0.89% among 290,000;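 active = inhibition above the mean of all tested compounds plus 3 SD, cutoff set per screening run, cut at about 7.5% in these data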;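 also: red hydrolysis product quenches plate fluorescence so inhibitors raise well fluorescence; 0% = enzyme with DMSO and 100% = DMSO without enzyme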
PHOSPHO1 inh = PHOSPHO1 (human) inhibition; recombinant PHOSPHO1, absorbance phosphatase assay; inhibition, % at 13.3 µM; hit rate 1.1% among 290,000; AID 1565; in the data active = inhibition above about 60%
p-CIP stab down = compounds decreasing mouse p/CIP protein stability; hit rate 0.01% among 290,000; decrease of EGFP signal, % at 10 µM; AID 1984; F442A p/CIP-EGFP cells, EGFP fluorescence, 16 h; Q05BA5;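 active = EGFP signal decrease of at least 30% at 10 µM or well 3 SD below plate mean, unless failing retest; inactive = the rest, including hits failing retest or dose response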; also: some compounds called inactive have numbers as strong as hits; many of its hits are not listed in these tables
IDE cell inh = inhibitors of human insulin-degrading enzyme in cells; hit rate 0.41% among 320,000; inhibition, % at 5.59 µM; HEK cells, FAbetaB cleavage, fluorescence polarization; P14735;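 active = percent inhibition above the average of all tested compounds plus 3 SD, set per screening campaign, cut at about 16% in these data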;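 also: IDE supplied by intact live HEK cells; FP after avidin binding of uncleaved biotin substrate so inhibition keeps polarization high; 0% = DMSO wells and 100% = 60 µM reference IDE inhibitor Ii1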
Target sequence (P14735 whole entry, looked up): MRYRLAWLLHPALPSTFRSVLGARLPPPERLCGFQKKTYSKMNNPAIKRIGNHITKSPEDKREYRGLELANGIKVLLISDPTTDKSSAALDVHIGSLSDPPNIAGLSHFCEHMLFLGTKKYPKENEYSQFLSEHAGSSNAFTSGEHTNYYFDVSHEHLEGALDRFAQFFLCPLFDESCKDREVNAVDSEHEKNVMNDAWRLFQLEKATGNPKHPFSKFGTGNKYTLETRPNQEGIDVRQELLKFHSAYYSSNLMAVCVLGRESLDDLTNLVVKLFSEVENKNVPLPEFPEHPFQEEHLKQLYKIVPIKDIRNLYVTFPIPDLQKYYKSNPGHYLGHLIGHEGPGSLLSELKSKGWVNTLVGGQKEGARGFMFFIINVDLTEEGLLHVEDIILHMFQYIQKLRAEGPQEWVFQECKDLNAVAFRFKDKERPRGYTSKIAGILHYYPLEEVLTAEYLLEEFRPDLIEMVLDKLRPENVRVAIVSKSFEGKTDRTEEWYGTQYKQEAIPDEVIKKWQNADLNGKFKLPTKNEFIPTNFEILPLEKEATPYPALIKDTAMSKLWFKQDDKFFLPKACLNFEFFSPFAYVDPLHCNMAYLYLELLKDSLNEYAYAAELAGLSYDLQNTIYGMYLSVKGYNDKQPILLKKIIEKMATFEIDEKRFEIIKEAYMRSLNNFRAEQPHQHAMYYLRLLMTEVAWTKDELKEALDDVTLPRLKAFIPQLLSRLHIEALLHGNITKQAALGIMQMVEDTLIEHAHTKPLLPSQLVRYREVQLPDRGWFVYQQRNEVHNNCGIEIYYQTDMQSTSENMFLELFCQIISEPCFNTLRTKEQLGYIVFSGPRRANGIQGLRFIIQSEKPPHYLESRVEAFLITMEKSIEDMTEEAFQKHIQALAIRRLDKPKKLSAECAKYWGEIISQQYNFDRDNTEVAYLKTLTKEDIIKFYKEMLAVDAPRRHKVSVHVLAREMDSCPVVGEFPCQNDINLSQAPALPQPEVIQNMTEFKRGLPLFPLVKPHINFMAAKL
IDE act = activators of human insulin-degrading enzyme in cells; AID 493087; hit rate 0.073% among 340,000; HEK cells, FAbeta-B cleavage, fluorescence polarization; 0% vehicle, 100% cell-free pure enzyme wells; P14735; activation, % at 5.96 µM;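 active = activation above the mean of all tested compounds plus 3 SD, set per screening campaign, cut at about 17% in these data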
Numbers without * were called inactive; · = not tested or not shown.

SMILES | NALP1 yeast inh | IMP-1 inh | GPR7 antagonist | M18AAP inhibitor | VIM-2 inhibitor | PHOSPHO1 inh | p-CIP stab down | IDE cell inh | IDE act
CCNC(=S)NNC(=O)c1cc(-c2cccc(OC)c2)nc2ccccc12 | 3.8 | -1.0 | -7.3 | 8.3 | -2.8 | -8.2 | 10.0 | 3.7 | 2.9
Cc1cc(C)c(S(=O)(=O)N(C)c2ccccc2)c(C)c1 | 12.8 | 0.1 | 0.3 | -8.8 | 0.6 | -7.3 | -11.2 | -6.5 | -0.2
CCC1CCCCN1C(=O)CCS(=O)(=O)c1ccc2c(c1)CCN2C(C)=O (stereo unspecified) | 26.1 | -4.2 | -4.8 | -4.8 | -2.7 | 31.5 | -15.8 | 3.1 | 3.9
Cc1ccc(C(=O)COC(=O)c2ccc(O)cc2)cc1 | 4.0 | -3.3 | -9.6 | 2.8 | -1.0 | 57.1 | 2.8 | 3.7 | 7.5
CCN(CC)S(=O)(=O)c1ccc(C(=O)N2CCN(c3ncccn3)CC2)cc1 | 17.5 | -1.6 | 4.4 | -2.5 | 0.8 | 23.3 | 1.5 | 2.6 | -1.3
c1coc(-c2nnc3sc(C4CCCCC4)nn23)c1 | 10.5 | -2.0 | 5.3 | 8.4 | -0.7 | 71.9* | 4.2 | 0.2 | 2.2
O=C(CCC(=O)N1CCN(C2CCCC2)CC1)Nc1nnc(C(F)(F)F)s1 | -5.2 | -1.5 | 7.8 | -3.9 | 7.6 | 23.9 | -12.8 | 1.6 | 1.1
CCc1c(O)nc(SCC(=O)Nc2nc3ccccc3s2)n(-c2ccc(C)cc2)c1=O | · | -3.6 | -5.0 | 3.2 | -4.4 | 12.9 | -1.2 | 10.7 | 7.6
COc1ccc(C(=O)OCc2c(C)noc2C)cc1 | -3.4 | -0.8 | 4.2 | 0.7 | 4.2 | 17.2 | -18.4 | -0.1 | 1.9
CCOc1ccc(-c2nn3c(-c4ccc(F)cc4)nnc3s2)cc1 | · | -1.2 | -6.6 | -1.2 | -3.5 | · | · | 2.9 | 1.0
CCOC(=O)c1cnc2c(cnn2C)c1NCCC(O)C(F)(F)F (stereo unspecified) | 0.9 | -2.3 | -12.0 | -8.6 | -2.8 | 15.8 | 7.1 | -5.2 | 3.0
Cc1ccc(NC2CCCN(C(=O)c3ccc(-n4ccnc4)cc3)C2)cc1C (stereo unspecified) | 5.8 | -4.2 | -6.8 | 9.6 | -2.0 | 9.0 | -18.1 | 4.8 | -0.1
COCCNC(=O)c1ccc(C)c(NC(=O)C2=C(C)OCCS2)c1 | 2.7 | -0.2 | 3.9 | -3.2 | 1.6 | 1.8 | 9.2 | 1.2 | -0.8
N#C/C(=C\C=C\c1ccccc1)C(=O)NCc1cccnc1 | -9.4 | -2.6 | 9.4 | 5.0 | -2.7 | 8.9 | -15.7 | 0.7 | 0.9
COc1ccc(-n2c3c(cc(C(=O)NCc4ccco4)c2=O)C(=O)CC(C)(C)C3)cc1 | -5.7 | -1.5 | -1.1 | 26.4 | -1.4 | 34.5 | -9.1 | 2.9 | 4.9
Cc1cc(=O)n2nc(N3CCCC(C(=O)NCc4cccc(Br)c4)C3)sc2n1 (stereo unspecified) | -0.9 | -0.7 | 0.0 | 4.2 | -3.4 | 45.3 | 2.9 | 7.6 | -0.8
CCC(=O)NCCCCNC(=O)CC | 25.3 | -2.2 | -6.0 | -3.8 | -1.4 | 45.6 | -2.6 | 2.0 | 7.3
O=C1CSC(=Nc2ccc(Cl)cc2)N1Cc1ccco1 | · | -0.2 | -0.3 | 2.3 | 1.5 | 36.4 | 0.7 | 2.9 | -9.8
Cn1c(=O)c2c(O)c(C=NCc3ccccc3)c(=O)n(C)c2n(C)c1=O | 3.4 | -3.0 | -13.6 | 4.4 | -3.0 | 53.3 | -6.2 | 1.3 | ·
CCCNC(=O)CCn1c(=S)oc2ccccc21 | · | -2.7 | -5.0 | 0.8 | -3.0 | 51.2 | -5.0 | 2.0 | 4.3
Cc1ccccc1C(=O)NNC(=O)CCc1ccccc1 | 6.3 | -1.1 | 5.2 | 9.6 | -2.0 | 20.5 | 8.1 | -5.0 | -0.6
Cc1c(C(=O)NN)nn(-c2ccc(F)cc2)c(=O)c1C#N | 7.1 | -1.6 | 6.4 | 3.0 | -2.3 | 38.1 | -4.6 | 3.4 | -2.3
CN(CC1CCOCC1)C(=O)CC1C(=O)NCCN1Cc1ccc(F)c(F)c1 (stereo unspecified) | 8.6 | -1.7 | -15.4 | 4.0 | -4.2 | 28.7 | 3.4 | -3.0 | -0.8
O=C(c1cc([N+](=O)[O-])ccc1N1CCOCC1)N1CCCCC1 | 18.2 | -1.5 | -11.7 | 1.3 | -6.6 | 35.0 | -2.2 | -4.4 | 1.2
CCOC(=O)C1CCN(Cc2coc3c(Cl)cc(Cl)cc3c2=O)CC1 | -2.1 | -2.9 | -4.6 | 0.7 | -2.4 | 36.6 | -9.7 | 1.9 | 6.6
C/C(=N\NC(=O)c1nnn(-c2nonc2N)c1CN(C)c1ccccc1)c1ccccn1 | 17.5 | -2.8 | -7.7 | 9.4 | -6.2 | 17.1 | 3.0 | 3.3 | 2.4
COc1ccc(CNC(=O)CSc2nc3ccccc3n2C(C)=O)cc1 | 6.2 | -2.0 | -9.7 | -9.4 | -1.6 | 25.3 | -7.0 | -6.4 | 0.7
CC(O)CNc1nc2c(c(=O)n(Cc3ccc(Cl)cc3)c(=O)n2C)n1C (stereo unspecified) | -1.8 | -4.6 | -7.4 | 2.2 | -3.2 | 34.8 | -10.8 | 5.5 | 6.2
O=C1CCCC2=C1C(c1cccs1)n1nc(SCc3ccc(C(=O)O)cc3)nc1N2 (stereo unspecified) | · | -2.1 | -12.1 | 1.6 | -1.9 | 27.3 | -0.7 | 4.2 | 9.4
Cc1cc(=O)oc2cc(Nc3ccccc3)ccc12 | 29.5 | 0.4 | 8.1 | 4.1 | 0.7 | 6.1 | 7.4 | -0.1 | 4.2
COc1ccc(N(CC(=O)Nc2ccc(C)cn2)S(=O)(=O)c2c(C)noc2C)cc1 | -0.7 | -0.3 | 0.8 | -13.2 | 3.1 | 27.0 | -2.7 | 1.1 | 3.4
COc1ccc(C(C)=O)cc1CSc1nnc(C)s1 | 19.1 | -3.9 | -2.2 | 1.8 | -1.7 | 8.6 | -9.5 | 5.8 | -3.6
O=C(c1cccc(S(=O)(=O)Nc2ccccc2Cl)c1)N1CCN(C(=O)c2ccco2)CC1 | 5.3 | -3.3 | -6.7 | -5.4 | -2.2 | 32.1 | -4.2 | 3.7 | 11.9
CC(=O)Nc1ccc(NC(=O)CSc2nnc(CC(C)O)n2-c2ccccc2)cc1 (stereo unspecified) | -6.4 | -3.6 | -23.7 | -5.0 | -3.2 | 18.9 | -4.5 | 6.4 | 6.9
O=C(NCc1ccco1)c1ccc(Cl)cc1[N+](=O)[O-] | -7.7 | -1.6 | -12.4 | -0.5 | -2.1 | 11.4 | 1.8 | · | 5.4
COc1cc(S(=O)(=O)N2CCC(O)(c3cccc(C(F)(F)F)c3)CC2)ccc1-n1cnnn1 | 6.1 | -2.2 | -0.8 | -3.3 | -0.7 | 13.8 | -2.0 | 7.0 | -7.2
COc1cccc(-c2nn(-c3ccccc3)cc2C(=O)n2nnc3ccccc32)c1 | 5.3 | -3.8 | 4.8 | 1.3 | -0.6 | 0.2 | 0.4 | -0.7 | 1.6
Cc1cc(C)c2c(c1)C1C=CCC1C(c1ccc(S(=O)(=O)N3CCOCC3)cc1)N2 (stereo unspecified) | 10.6 | 5.8* | 1.7 | -2.8 | -0.7 | -35.3 | -4.0 | -0.4 | 4.8
COc1ccc(N=C2S/C(=C\c3ccc(OC(C)C(=O)O)c(OC)c3)C(=O)N2CCc2c[nH]c3ccccc23)cc1 (stereo unspecified) | 3.9 | 0.5 | -4.0 | 11.0 | -2.7 | 36.8 | -8.8 | · | 2.2
Cc1nccn1CCCNC(=O)CC1C(=O)NCCN1Cc1ccc(F)cc1Cl (stereo unspecified) | 33.8 | 1.8 | 11.5 | 9.2 | 0.4 | 32.6 | 2.7 | 1.9 | 7.6
O=C(C1=NNCC1c1ccccc1)C1CO1 (stereo unspecified) | 13.4 | 0.4 | 4.0 | 0.4 | 0.2 | -9.3 | -6.6 | · | 2.8
COC(=O)C1=CN(C(C)C)C=C(C(=O)OC)C1c1cccc(OC)c1 | 8.2 | -3.0 | -6.8 | -4.7 | -3.1 | 25.8 | 0.6 | -4.0 | 2.5
Cc1cc(NC(=O)CCC(=O)N(c2cccc(F)c2)C(C(=O)NC2CCCC2)c2ccc(C)o2)no1 (stereo unspecified) | 7.5 | -2.1 | -12.4 | -0.1 | -0.9 | 15.1 | -19.4 | -4.3 | 3.5
CC(C)c1ccc(NC2CCCN(C(=O)c3cccc(N4CCNC4=O)c3)C2)cc1 (stereo unspecified) | 25.5 | -0.5 | 2.0 | 1.6 | 1.6 | 23.5 | 9.1 | -2.4 | 7.8
Cc1[nH]c(=O)c(C(=O)/C=C/c2ccccc2F)c2c1CCCC2 | 11.7 | -1.2 | 10.9 | -0.1 | 0.6 | -15.0 | -2.8 | -1.1 | -10.0

Profiles, looked up by structure. Order of screens: NALP1 yeast inh	IMP-1 inh	GPR7 antagonist	M18AAP inhibitor	VIM-2 inhibitor	PHOSPHO1 inh	p-CIP stab down	IDE cell inh	IDE act
`CC(C)c1ccc(NC2CCCN(C(=O)c3cccc(N4CCNC4=O)c3)C2)cc1` (stereo unspecified) across the screens: 25.5	-0.5	2.0	1.6	1.6	23.5	9.1	-2.4	7.8
`COc1ccc(C(C)=O)cc1CSc1nnc(C)s1` across the screens: 19.1	-3.9	-2.2	1.8	-1.7	8.6	-9.5	5.8	-3.6
`COc1ccc(N(CC(=O)Nc2ccc(C)cn2)S(=O)(=O)c2c(C)noc2C)cc1` across the screens: -0.7	-0.3	0.8	-13.2	3.1	27.0	-2.7	1.1	3.4

Additional results.
SMILES | NALP1 yeast inh | IMP-1 inh | GPR7 antagonist | M18AAP inhibitor | VIM-2 inhibitor | PHOSPHO1 inh | p-CIP stab down | IDE cell inh | IDE act
N#CCCCN1C(=O)C(O)(CC(=O)c2ccc3c(c2)OCCO3)c2ccccc21 (stereo unspecified) | · | -4.0 | -8.6 | 6.8 | -0.7 | -0.5 | -10.1 | -4.2 | 3.1
N#Cc1cc([N+](=O)[O-])cnc1NCC(O)CO (stereo unspecified) | 0.4 | -2.3 | -3.1 | -4.1 | -2.5 | 50.3 | 7.4 | 0.9 | 4.0
CC(C)NC(=O)NC(=O)CSc1nnc(C(F)(F)F)n1C | -5.0 | -0.8 | -0.7 | -10.0 | -1.1 | 23.6 | 0.6 | 0.2 | -0.9
Cc1nn2c(-c3ccccc3)nnc2c2ccccc12 | 4.8 | -5.4 | -20.6 | -2.7 | 6.5 | 10.9 | 13.1 | 1.8 | -9.2
O=C(CNC(=S)N(Cc1ccccc1)Cc1cccnc1)NC1CCCCC1 | 7.4 | -3.8 | 7.3 | -1.5 | -4.2 | -21.1 | 3.3 | 1.1 | -2.7
COc1ccc(N(CC(=O)NCc2ccccc2)C(=O)CCC(=O)Nc2cc(C)ccn2)c(OC)c1 | · | -2.4 | -3.4 | -2.4 | -3.3 | 24.8 | -8.0 | -4.3 | 3.2
CCOC(=O)c1c(C)[nH]c(C)c1C(=O)COC(=O)c1ccc(Cl)c(S(N)(=O)=O)c1 | -4.9 | 0.3 | -5.6 | 3.5 | -1.4 | 3.2 | -1.9 | 7.6 | 4.2

High-throughput results deposited in PubChem BioAssay by several laboratories.
